HTR5A ag: activates human HTR5A in OPRM1-OPRD1 agonist counter-screen; P47898; HTR5A agonist assay, luminescence, cell-based; activation, % at 9.3 µM; 0.61% of 340,000 active; in the data active = activation mostly above about 9.5%, no sharp cut-off; inactive = mostly below about 7.6%;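 note: 0% = cells with vehicle only and 100% = reference agonist; strong numbers were not always called active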
PKA-R1A activ: PKA-R1A complex activation; P00514+P68181; PKA-R1A dissociation, Cy5-IP20 fluorescence polarization; scaled: DMSO 0%, 113 µM cGMP 100%; activation, % at 11.4 µM; 0.083% of 340,000 active;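 active = percent activation above the mean of all tested compounds plus 3 SD, cut at about 19% in these data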;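 note: higher means more PKAc released from R1A so a rise in polarization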
HTR5A inv ag: HTR5A inverse agonism, opioid heterodimer counter-screen | 0.083% of 340,000 active | P47898 | AID 504634 | inhibition, % at 9.3 µM | HTR5A cell line, luminescence; in the data active = inhibition mostly above about 23%, no sharp cut-off; inactive = mostly below about 18%;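 note: 0% = cells with DMSO and 100% = no-cell wells with DMSO; some compounds called inactive have numbers as strong as hits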
AddAB inh: less growth of phage-infected E. coli with AddAB; E. coli expressing H. pylori AddAB, absorbance growth; inhibition, % at 11.9 µM; 0.29% of 330,000 active; in the data active = inhibition above about 12%;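 note: 0% = vehicle wells of infected cells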
phage Ecoli inh: E. coli growth loss with phage present. 0.26% of 360,000 active. inhibition, % at 11.9 µM. AID 651602. growth absorbance; in the data active = inhibition above about 11%
PfHsp90 set2: growth inhibition of yeast expressing Plasmodium Hsp90 | S. cerevisiae expressing PfHsp90, BacTiter-Glo ATP, 48 h; yeast lacking PDR1 and PDR3 efflux regulators | inhibition, % at 9.4 µM | 0.32% of 310,000 active;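 active = every replicate shows inhibition above about 80%, whatever the replicate mean, limit read from the data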;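 note: 0% = DMSO neutral controls and 100% = 20 µM radicicol positive controls; yeast relying on Plasmodium falciparum Hsp90 in place of its own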
MOR-DOR inv ag: inverse agonists of human mu-delta opioid receptor heterodimerization; P35372+P41143; cell-based MOR-DOR heterodimer luminescence, inverse agonism; inhibition, % at 9.3 µM; AID 504357; 0.21% of 340,000 active; in the data active = inhibition above about 22%, passing the limit was not always enough;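 note: 0% = cells with DMSO and 100% = wells without cells with DMSO; values of inactives mirror those of a sister screen read the other way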
Target sequence (P35372 whole entry, looked up): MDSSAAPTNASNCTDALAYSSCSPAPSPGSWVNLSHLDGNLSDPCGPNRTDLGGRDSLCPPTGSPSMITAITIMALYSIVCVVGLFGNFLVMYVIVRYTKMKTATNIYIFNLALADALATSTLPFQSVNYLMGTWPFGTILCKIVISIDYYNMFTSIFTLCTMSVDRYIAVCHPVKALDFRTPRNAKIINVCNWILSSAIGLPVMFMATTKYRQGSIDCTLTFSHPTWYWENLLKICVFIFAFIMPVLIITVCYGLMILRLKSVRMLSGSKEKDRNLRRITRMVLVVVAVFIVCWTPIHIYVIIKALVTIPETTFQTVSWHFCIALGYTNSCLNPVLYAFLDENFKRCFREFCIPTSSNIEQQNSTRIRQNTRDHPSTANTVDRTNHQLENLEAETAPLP
Target sequence (P41143 whole entry, looked up): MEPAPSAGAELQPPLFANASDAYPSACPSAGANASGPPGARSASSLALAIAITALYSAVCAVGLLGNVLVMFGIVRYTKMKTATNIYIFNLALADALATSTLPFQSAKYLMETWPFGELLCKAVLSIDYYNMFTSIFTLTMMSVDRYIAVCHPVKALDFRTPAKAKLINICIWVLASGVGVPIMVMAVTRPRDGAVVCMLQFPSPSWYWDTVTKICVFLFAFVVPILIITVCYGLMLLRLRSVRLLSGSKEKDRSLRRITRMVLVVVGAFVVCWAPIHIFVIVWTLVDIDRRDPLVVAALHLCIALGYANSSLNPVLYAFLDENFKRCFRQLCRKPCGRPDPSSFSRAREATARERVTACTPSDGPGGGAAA
OPRM1-OPRD1 ag: OPRM1-OPRD1 heterodimerization agonism; P35372+P41143; cells, luminescence; activation, % at 9.3 µM; 0.3% of 340,000 active; AID 504326; in the data active = activation above about 18%;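 note: 0% = vehicle-treated cells and 100% = reference agonist; values of inactives mirror those of a sister screen read the other way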
DSG3 Ab inh: human desmoglein-3 autoantibody binding inhibition; P32926; DSG3-coupled beads, scFv-anti-DSG3-GFP binding, flow cytometry; stronger effect = lower value; binding (percent of control), % at 10 µM; 0.48% of 310,000 active;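 active = binding more than 3 SD below its plate's average and above zero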;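 note: hits lower antibody fragment binding to DSG3; some compounds called inactive have numbers as strong as hits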
SUMO Mot1 rescue: inhibitors of SUMOylation pathway: yeast Mot1-301 growth rescue | growth rescue, % at 18.8 µM | S. cerevisiae Mot1-301 growth rescue, ATP luminescence, 38.5C; percent above DMSO median, 100 means doubled | 1% of 320,000 active;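 active = every valid replicate shows activation above 250% relative to neutral control wells; inactive = the rest, any valid replicate at or below 250%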;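 note: OY570 slx delta 5 strain wells were the positive control but not used for scaling; some compounds called inactive have numbers as strong as hits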
E coli growth: reduces bacterial viability in AddAB counter-screen | E. coli V3065 growth, OD600 absorbance, 18 h | inhibition, % at 11.9 µM | 0.27% of 330,000 active | AID 449728;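 active = inhibition above the campaign's mean inhibition across all tested compounds plus 3 SD, cut at about 9.9% in these data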;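 note: uninfected addAB+ strain grown without phage in ampicillin broth; 0% = DMSO wells and 100% = ciprofloxacin 0.95 µg/ml wells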
The depositor's hits bear a star; / = not tested or not shown.

SMILES | HTR5A ag | PKA-R1A activ | HTR5A inv ag | AddAB inh | phage Ecoli inh | PfHsp90 set2 | MOR-DOR inv ag | OPRM1-OPRD1 ag | DSG3 Ab inh | SUMO Mot1 rescue | E coli growth
Cc1ccccc1-c1nc(CS(=O)(=O)CC(=O)NCCN2CCCC2)c(C)o1 | -1.9 | -0.4 | 7.3 | 3.1 | 1.3 | -6.4 | 6.0 | -1.2 | 128.8 | -0.3 | 0.5
CCN(CC)CCN(C(=O)c1ccc(CN2CCCCC2)o1)C(C(=O)NC1CCCCC1)c1ccc(F)cc1 (stereo unspecified) | -1.6 | -3.0 | -4.0 | 2.8 | 4.4 | -7.3 | 16.7 | -3.5 | 101.9 | -4.2 | 2.7
COc1ccccc1C(=O)NCCC(=O)Nc1ncccc1O | -1.0 | 0.1 | 11.1 | 5.3 | 4.2 | 5.5 | 12.2 | -2.2 | 103.4 | -7.6 | -0.1
COc1ccccc1N1CCN(C2CCCN(C(=O)c3snnc3C)C2)CC1 (stereo unspecified) | 0.9 | -4.2 | 14.3 | 3.4 | 0.2 | -83.0 | 7.2 | -1.4 | 81.6 | 4.9 | -0.9
CCn1c(SCc2nc3ccccc3[nH]2)nnc1-c1cccnc1 | -2.9 | -1.1 | -28.6 | 2.2 | 1.6 | / | 2.1 | -0.4 | 100.4 | 634.9* | 1.5
Cc1nc2sc3c(c2c(=O)o1)CCC3 | 0.8 | -0.3 | 5.6 | -0.6 | 1.1 | -36.2 | -6.8 | 1.6 | 109.1 | -6.8 | 0.9
COc1cccc(CNC(=O)CCC2CCCN(C(=O)c3cc4ccccc4o3)C2)c1 (stereo unspecified) | 0.5 | -9.1 | -1.4 | -0.8 | 0.9 | 6.7 | 4.5 | -0.9 | 106.8 | 10.0 | 0.9
COCCCNC(=O)C1c2ccccc2Oc2ccccc21 | -3.8 | -6.8 | 25.7 | 0.2 | 2.1 | -8.4 | 15.0 | -2.7 | 114.1 | -12.2 | -1.6
CCOC(=O)c1c(C)[nH]c(C(=O)CN2C(=O)NC(C)(c3ccc4ccccc4c3)C2=O)c1C (stereo unspecified) | 8.6 | -5.3 | -17.5 | 1.2 | 1.9 | -1.2 | -30.8 | 5.8 | 106.2 | -24.3 | 0.7
CSCC[C@H](NC(=O)c1cccnc1)c1nnc2ccccn12 | 0.9 | -4.3 | 4.4 | 3.3 | 2.6 | -2.5 | 17.2 | -3.5 | 104.2 | 6.1 | -1.3
Cc1cc(C(=O)Nc2cccc(O)c2)co1 | -1.4 | -9.7 | 5.1 | 1.3 | 3.2 | -6.5 | 6.7 | -1.2 | 106.6 | 8.1 | -0.2
CCOC(=O)C1CCCN(C(=O)C2CCN(c3nnc(-n4cccc4)s3)CC2)C1 (stereo unspecified) | -2.5 | 8.7 | 6.9 | -0.8 | 2.2 | -4.9 | -0.2 | 0.0 | 99.5 | -17.3 | 0.3
CC(=O)c1ccc(NC(=O)CSc2cn[nH]n2)cc1 | 0.8 | -8.5 | -2.3 | 3.0 | 1.0 | 13.2 | 11.3 | -1.8 | 93.0 | -3.3 | 0.2
COc1cc(/C=N/NC(=O)CC2C(=O)NN=C2C)ccc1O (stereo unspecified) | 2.4 | -6.3 | 12.0 | 1.8 | -2.3 | -41.2 | 20.6 | -4.0 | 90.3 | -2.2 | 0.6
O=C1CCCC2=C1C(c1ccsc1)CC(=O)N2c1ccccc1 (stereo unspecified) | 1.0 | -5.3 | -2.6 | 2.3 | 2.7 | -6.6 | 17.5 | -3.5 | 93.7 | 14.5 | 2.2
Cc1ccc(C(=O)Nc2cccc3ncccc23)cc1[N+](=O)[O-] | 4.4 | 7.4 | -12.2 | 1.2 | 3.8 | 10.5 | 10.0 | -2.2 | 96.5 | -5.0 | -1.0
CCC1=NN2C(=N)/C(=C/c3cc(C)n(-c4ccccc4)c3C)C(=O)N=C2S1 | -0.4 | -9.7 | 0.9 | 3.3 | 1.8 | -0.6 | 12.5 | -2.5 | / | 166.0 | 2.9
Cc1cc(C)cc(OCC(=O)Nc2cc(C)on2)c1 | 0.4 | 0.3 | -1.2 | 1.1 | 2.5 | -21.0 | 10.1 | -2.0 | 105.1 | 3.8 | 1.5
Cc1ccc(NC(=O)COC(=O)CNC(=O)c2ccc(C)s2)cc1 | 5.9 | -10.8 | -3.8 | 1.5 | -1.9 | -3.4 | 5.2 | -1.1 | 76.5 | -9.9 | 0.4
CC(Nc1ccc2ccccc2c1)C(=O)N/N=C/c1ccncc1 (stereo unspecified) | 1.7 | 5.3 | -4.6 | 1.2 | -1.1 | -14.9 | 3.5 | -0.8 | / | -1.1 | -0.7
COc1ccccc1NC(=O)c1sc2nc(-c3ccco3)ccc2c1N | 2.9 | 7.0 | 5.6 | 2.6 | / | / | -10.5 | 1.8 | 93.4 | 251.3 | -2.4
CCOC(=O)C1CCN(C(=O)c2ccc3c(c2)C(=O)N(c2ccccc2C)C3=O)CC1 | 2.6 | -1.7 | -2.4 | -0.2 | 4.6 | -12.2 | 12.1 | -2.5 | 103.1 | -8.5 | 1.2
CC(C)COC(=O)C1C2C=CC3(CN(C4CCCC4)C(=O)C13)O2 (stereo unspecified) | -1.3 | -1.1 | 3.3 | 4.6 | 2.3 | -7.0 | -0.5 | 0.1 | 101.7 | 113.8 | 0.3
CCOC(=O)c1c(C)[nH]c(C)c1C(=O)CSc1nc2ccccc2[nH]1 | 0.6 | -1.7 | -6.5 | 3.7 | 1.3 | -8.8 | 21.1 | -4.0 | 98.0 | 452.6* | 2.7
CCCn1c(=NC(C)=O)c(C(=O)OCC)cc2c(=O)n3ccccc3nc21 | -1.2 | 0.0 | 2.5 | 3.3 | -0.8 | 6.0 | 13.6 | -2.4 | 101.0 | -7.5 | -0.7
O=C(Nc1ccc([N+](=O)[O-])cc1)C1CC1(c1ccccc1)c1ccccc1 (stereo unspecified) | -0.5 | -5.8 | 1.7 | 3.7 | 3.1 | 0.2 | -25.2 | 4.4 | 97.5 | -19.1 | -2.4
O=C(NCC1CCCO1)c1ccc(/C=N/O)nc1 (stereo unspecified) | 3.0 | -7.7 | 7.2 | 2.9 | 1.1 | -12.6 | 12.1 | -2.9 | 104.9 | -2.6 | -2.9
COc1cccc(S(=O)(=O)NCc2ccc3c(c2)OCO3)c1 | 5.9 | -5.2 | 21.3 | 3.0 | 1.6 | -7.8 | -2.9 | 0.5 | 102.4 | -12.2 | 2.8
Cc1cc(C)c(S(=O)(=O)N2CCN(C(=O)C(C)Cn3nc(C)nc3C)CC2)c(C)c1 (stereo unspecified) | 1.8 | -0.8 | -5.1 | 1.8 | -0.8 | -4.1 | 8.2 | -1.5 | 111.6 | -15.7 | -0.8
O=[N+]([O-])c1ccc(OCc2nnc(-c3ccccc3)o2)cc1 | 0.4 | -6.9 | -1.2 | 1.0 | 0.6 | -19.3 | 14.2 | -2.8 | 98.7 | 5.9 | -0.1
Cn1cnnc1SCC(=O)Nc1ccc(S(N)(=O)=O)cc1 | 3.4 | 1.1 | -12.7 | 1.3 | 1.9 | -19.1 | 14.7 | -3.2 | 95.9 | -15.1 | 1.0
Cc1ccc(-n2c(SCC(=O)O)nc3sc4c(c3c2=O)CC(C)(C)SC4)cc1 | -3.5 | 7.0 | 9.5 | / | 4.2 | 3.0 | 14.3 | -2.7 | 98.2 | / | /
COc1cc(OC)c(/C=N/NC(=O)c2ccc(NC(C)=O)cc2)cc1Br | -0.8 | 2.4 | 2.4 | / | 2.9 | 0.4 | -5.8 | 1.0 | 73.8* | / | /
Cc1[nH]c2ccccc2c1C(=O)CSc1nc2ccccc2c(=O)n1CCCN1CCOCC1 | -2.0 | -9.9 | 17.1 | -1.1 | 0.5 | -13.6 | -1.7 | 0.3 | 100.6 | 14.3 | 0.2
CC(=O)c1cccc(NC(=S)N2CCN(CCN3C(=O)c4cccc5cccc(c45)C3=O)CC2)c1 | -3.4 | 2.2 | 9.6 | 4.5 | 4.4 | 8.0 | 12.7 | -2.2 | 88.6 | -11.7 | 1.3
CCOC(=O)C(CC(=O)O)N1CCCCC1 (stereo unspecified) | -3.4 | -17.9 | 11.9 | -1.0 | -1.3 | 15.0 | 23.7 | -4.3 | 97.4 | -8.6 | -1.4
COc1ccc2c(c1)C=C(CN1CCN(Cc3ccccc3C)C(CCO)C1)CO2 (stereo unspecified) | -4.7 | 0.1 | 14.9 | 1.2 | 1.2 | -3.8 | 9.6 | -1.8 | 111.3 | -3.3 | 1.4
C=CCn1c(NCCc2ccccc2)nc2c1c(=O)n(C)c(=O)n2C | 4.4 | -7.5 | -31.6 | -0.3 | 1.6 | -14.2 | -1.7 | 0.3 | 97.7 | -11.7 | 2.6
O=C(Cc1cccs1)Nn1c(Cc2cccs2)nc2ccccc2c1=O | 2.4 | -7.0 | -46.7 | 3.0 | / | -7.2 | 5.7 | -1.1 | 96.4 | -8.1 | 1.0
C=CCn1c(NC(=O)c2ccccc2)nc2ccccc21 | -3.1 | -6.2 | 11.5 | -2.9 | 0.7 | 5.3 | -17.2 | 3.6 | 96.7 | 321.7 | -4.5
CC(Sc1nnc(C(F)(F)F)n1C)C(=O)Nc1ccc(N2CCOCC2)cc1 (stereo unspecified) | -3.4 | -13.6 | 8.8 | -0.3 | 0.2 | 12.0 | 14.9 | -3.7 | 101.4 | -6.3 | -2.1
Cc1nc2[nH]c(=O)c3c(n2n1)NC1=C(C(=O)CC(C)(C)C1)C3c1ccc(F)cc1 (stereo unspecified) | 0.0 | -3.8 | -8.9 | -1.0 | 4.4 | -12.7 | -7.0 | 1.4 | 103.4 | -9.9 | 0.9
COc1ccc(OCc2cc(C(=O)N(C)Cc3cnccn3)no2)c(Cl)c1 | 3.2 | -4.4 | -7.7 | 2.0 | -0.2 | -11.0 | 17.7 | -3.5 | 100.5 | -0.9 | 1.6
COc1cc(/C=N/NC(=O)c2ccccc2Cl)ccc1Oc1ccc([N+](=O)[O-])cn1 | 2.2 | 1.9 | -1.6 | 4.2 | 2.2 | -9.6 | -6.7 | 1.0 | 97.6 | -14.7 | -0.7
c1ccc(CC2CCN(Cc3nc(-c4ccccc4)no3)CC2)cc1 | -0.5 | 4.2 | 8.2 | -0.8 | 1.9 | 4.2 | -4.7 | 0.8 | 122.5 | -1.8 | -0.4
ClC(Cl)c1nnc(-c2ccccc2)c(-c2c[nH]c3ccccc23)n1 | -1.6 | -10.0 | -0.1 | 2.5 | 4.9 | -10.8 | -15.2 | 3.4 | 96.5 | 11.8 | 1.7
NCC(=O)CCC(=O)O | 3.0 | -8.5 | -10.5 | -1.9 | 3.2 | 6.5 | 15.2 | -2.8 | 95.0 | 20.4 | -0.6
COc1ccc(CN2CCN(C)CC2)cc1OCc1ccccc1 | -2.2 | -2.9 | 11.8 | 2.7 | 1.3 | -27.1 | -2.0 | 0.4 | 99.1 | -3.4 | -1.1

In a second layout: entries from further up
compound	HTR5A ag	PKA-R1A activ	HTR5A inv ag	AddAB inh	phage Ecoli inh	PfHsp90 set2	MOR-DOR inv ag	OPRM1-OPRD1 ag	DSG3 Ab inh	SUMO Mot1 rescue	E coli growth
COc1ccc(CN2CCN(C)CC2)cc1OCc1ccccc1	-2.2	-2.9	11.8	2.7	1.3	-27.1	-2.0	0.4	99.1	-3.4	-1.1
CC(Sc1nnc(C(F)(F)F)n1C)C(=O)Nc1ccc(N2CCOCC2)cc1 (stereo unspecified)	-3.4	-13.6	8.8	-0.3	0.2	12.0	14.9	-3.7	101.4	-6.3	-2.1
